Bioassay records: PubChem, Johns Hopkins Ion Channel Center
ANO1 activ: TMEM16A chloride channel activators or potentiators, primary screen, cell-based, HTS; HEK293 TMEM16A/YFP-H148Q/I152L, iodide quench fluorescence; hits give low values; hit rate 0.3% among 340,000; B-score at 10 µM;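 active = fluorescence-ratio B-score plate-corrected deviation score at least 3 library SD below zero, with starting fluorescence score within 5 deviations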;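 note: channel opened by trigger with iodide after compound preincubation; score built on the fluorescence ratio of max minus min over baseline; more negative score means more quench and so TMEM16A activation or potentiation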
KCNK3 block: human KCNK3 channel inhibitors, primary screen, CHO cells, FluxOR thallium flux, B-score. Potassium channel subfamily K member 3 (Homo sapiens), O14649. FluxOR fluorescence; hits give low values. B-score at 10 µM. hit rate 0.84% among 340,000;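 active = B-score under library mean minus 4 SD, starting fluorescence ratio at most library mean plus 5 SD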;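 note: more negative B-score means stronger inhibition of thallium flux through KCNK3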
Target sequence (O14649 whole entry, looked up): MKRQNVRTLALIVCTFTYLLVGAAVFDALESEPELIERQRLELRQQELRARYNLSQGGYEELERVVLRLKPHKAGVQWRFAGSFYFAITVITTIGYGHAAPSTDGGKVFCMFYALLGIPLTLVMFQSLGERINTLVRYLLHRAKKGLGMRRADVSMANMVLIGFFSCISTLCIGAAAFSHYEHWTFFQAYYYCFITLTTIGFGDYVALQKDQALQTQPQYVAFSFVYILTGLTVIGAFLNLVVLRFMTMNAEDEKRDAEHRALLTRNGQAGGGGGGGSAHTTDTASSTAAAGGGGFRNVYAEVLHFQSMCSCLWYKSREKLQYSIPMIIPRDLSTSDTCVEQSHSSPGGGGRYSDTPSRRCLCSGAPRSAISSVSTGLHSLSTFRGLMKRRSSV
Calls only; i = inactive. Some of the compounds tested. The share of hits here may be higher or lower than overall.

SMILES	ANO1 activ	KCNK3 block
Cc1ccsc1C(=O)NNC(=O)c1ccccc1F	i	i
COc1ccc([C@@H](NC(=O)OC(C)(C)C)C(=O)OC(C)(C)C)cc1	i	i
COc1cc(C(=O)OC(C)C(=O)N2CCCC2)cc2c1OCCO2 (configuration not stated)	i	i
O=C(NCC1CCCO1)c1cn(Cc2ccccc2)nc1-c1ccccc1 (configuration not stated)	i	i
CC(CNC(=O)Cn1ccc(N)nc1=O)c1ccccc1 (configuration not stated)	i	i
CS(=O)(=O)N1Cc2ccccc2CC1C(=O)OCC(=O)NCc1ccccc1 (configuration not stated)	i	i
CCOC(=O)c1c(NC(=O)COC(=O)CCCOc2ccc(OC)cc2)sc(C(=O)N(C)C)c1C	i	i
Clc1cc2cccnc2c2ncccc12	i	i
Nc1ccn(C2OC(COC(=O)C34CC5CC(CC(C5)C3)C4)C(O)C2O)c(=O)n1 (configuration not stated)	i	i
CC1CCN(C(=O)COC(=O)COc2ccccc2C#N)CC1	i	i
CCOC(=O)c1sc2nc(C)nc(N3CCN(S(=O)(=O)c4ccccc4)CC3)c2c1C	i	i
CCN(c1ccccc1)S(=O)(=O)c1ccc(C(=O)Nc2cccc(C)n2)cc1	i	i
Cc1ccc(C)c(NC(=O)COC(=O)c2nn(C)c(=O)c3ccccc23)c1	i	i
O=C(COC(=O)CCC(=O)c1ccc(F)cc1)NC1CCCCC1	i	i
C[C@H]1CCC(=O)N([C@H](CSc2ccc(Br)cc2)Cc2ccccc2)CC1	i	i
CN(Cc1ccccc1)C(=O)c1[nH]cnc1C(=O)Nc1cccc(Cl)c1	i	i
Cc1ccc(Cl)cc1NC(=O)COC(=O)CC1CCCCC1	i	i
CCOc1ncccc1C(=O)Nc1cc(S(=O)(=O)N2CCOCC2)ccc1OCC(F)(F)F	i	i
CCOC(=O)C1CCCCN1C(=O)/C(=C/c1ccc(OC)cc1)c1ccc(OC)c(OC)c1 (configuration not stated)	i	i
O=C(CCNS(=O)(=O)c1ccccc1F)NC1CCCCCC1	i	i
O=C(NCc1ccccc1)c1cc(=O)nc2sc(-c3ccccc3)nn12	i	i
Nc1nnc(SCC(=O)NNC(=O)c2ccccc2)s1	i	i
CC(OC(=O)Cn1cnc2c1c(=O)n(C)c(=O)n2C)C(=O)NC1(C#N)CCCCC1 (configuration not stated)	i	i
CCOc1ccc(C=NNC(=O)c2cccc3ccccc23)cc1OCC	i	i
CN(Cc1cccc(F)c1)C(=O)c1cc(S(=O)(=O)N2CCOCC2)ccc1N1CCCC1	i	i

Reprinted at random: five entries already listed.
SMILES	ANO1 activ	KCNK3 block
Cc1ccc(Cl)cc1NC(=O)COC(=O)CC1CCCCC1	i	i
COc1ccc([C@@H](NC(=O)OC(C)(C)C)C(=O)OC(C)(C)C)cc1	i	i
Cc1ccc(C)c(NC(=O)COC(=O)c2nn(C)c(=O)c3ccccc23)c1	i	i
CCOc1ncccc1C(=O)Nc1cc(S(=O)(=O)N2CCOCC2)ccc1OCC(F)(F)F	i	i
CCOC(=O)C1CCCCN1C(=O)/C(=C/c1ccc(OC)cc1)c1ccc(OC)c(OC)c1 (configuration not stated)	i	i

New compounds follow:
SMILES	ANO1 activ	KCNK3 block
CCCCn1c(N)c(N(CC(C)C)C(=O)c2cc(Br)c(Br)s2)c(=O)[nH]c1=O	i	i
CC(=O)c1cccc(S(=O)(=O)N2CCC(C(=O)Oc3ccc(-c4nnco4)cc3)CC2)c1	i	i
COc1ccc(N(C)S(=O)(=O)c2cccc(C(=O)Nc3nnc(C)s3)c2)cc1	i	i
CC(C)(O)CN(C(=O)c1ccc([N+](=O)[O-])cc1)C1CCCC1	i	i
CN(CC(=O)Nc1cccc(F)c1)C(=O)Cn1c(=O)oc2ccccc21	i	i
O=C(/C=C/c1ccccc1)c1ccc2ccccc2c1	i	i
Cc1ccnc2nc(C(=O)OCC(=O)Nc3ccc([N+](=O)[O-])cc3Br)nn12	i	i
OC(CCCN1CCCCC1)(c1ccccc1)c1ccc(C(F)(F)F)cc1 (configuration not stated)	i	i
CN1C(c2ccc(F)cc2)=CS/C1=C(/C#N)c1nnc2n1-c1ccccc1SC2	i	i
O=C(CN1CCCC1c1cccs1)N1CCN(S(=O)(=O)c2cccc(F)c2)CC1 (configuration not stated)	i	i
COc1ccc2c(-c3ccc(OCCN4CCCCC4)cc3)c(-c3ccccc3OC)sc2c1	i	i
CC(NC(=O)COC(=O)C12CC3CC(CC(O)(C3)C1)C2)c1ccccc1 (configuration not stated)	i	i
CCCCn1c(N)c(N(CC(C)C)C(=O)c2ccc(OC)c(S(=O)(=O)N3CCOCC3)c2)c(=O)[nH]c1=O	i	i
CN(CC(=O)NC(=O)NC1CCCCC1)c1ccccc1	i	i
CCNC(=O)Cc1ccc(S(=O)(=O)N2CCOCC2)s1	i	i
CC(=O)Nc1ccc2c(O)cc(S(=O)(=O)O)cc2c1	i	i
CCN(C(=O)COC(=O)CCC(=O)c1cccs1)C1CCCCC1	i	i
COC(=O)[C@]1(C)N[C@H](c2ccc(-c3cccc(Cl)c3)cc2)[C@@H]2C(=O)N(C)C(=O)[C@@H]21	i	i
CC(C)NC(=O)N(C)C[C@H]1Oc2ccc(NS(=O)(=O)c3cccs3)cc2C(=O)N([C@H](C)CO)C[C@@H]1C	i	i
COc1c2ccoc2cc2oc(=O)ccc12	i	i
O=C(Nc1cccc(S(=O)(=O)N2CCCCC2)c1)c1ccc(Cl)nc1	i	i
Cc1noc(C)c1COc1ccccc1C(=O)N(C)Cc1ccc(C(C)(C)C)cc1	i	i
Cc1nc2c(=O)[nH]c(=S)[nH]c2[nH]c1=O	i	i
COc1cccc(C(CC(=O)NCC2CCCO2)NS(=O)(=O)c2ccc(C)cc2)c1OC (configuration not stated)	i	i
COc1ccc2[nH]c3c(c2c1)CCN1C(=O)C(CC(=O)NCCCN(C)C)C[C@H](C(=O)N2CCOCC2)[C@@]31CCC1CCCC1 (some centres not stated)	i	i
(cont.)
SMILES	ANO1 activ	KCNK3 block
Cc1ccc(-c2csc(/C=C3/SC(C)C(=O)N3CC(=O)Nc3ccccc3F)n2)cc1 (configuration not stated)	i	i
O=C(CN1C(=O)NC(c2ccccc2)(c2ccccc2)C1=O)NCCc1ccc(F)cc1	i	i
Cc1cc(C)c(NC(=O)CSc2cccc[n+]2[O-])c(C)c1	i	i
CCCCCC(O)CCCC(=O)O (configuration not stated)	i	i
O=S(=O)(c1ccccc1)c1nc(-c2ccccc2Cl)oc1NCCCN1CCOCC1	i	i
CC(=O)c1ccc(OCCCC(=O)Nc2ccc(C)c(S(=O)(=O)N3CCOCC3)c2)cc1	i	i
CC(=O)Nc1ccc(C(=O)OCC(=O)N2CCCC2=O)cc1	i	i
CCCCN(C(=O)c1ccc(COc2ccccc2)o1)c1c(N)n(CC(C)C)c(=O)[nH]c1=O	i	i
Cc1ccc(NC(=O)COC(=O)C2CC2)cc1Cl	i	i
O=C(C1CC(=O)N(c2ccc3c(c2)OCCO3)C1)N1CCN(Cc2ccccc2)CC1 (configuration not stated)	i	i
Cc1ccccc1NC(=O)Cc1nc(-c2c[nH]c(C(=O)N3CCCC3)c2)cs1	i	i
CCCCCC(=O)Nc1cccc(S(=O)(=O)NC2=NCCCCC2)c1	i	i
CSc1cccc(Nc2ccc(S(=O)(=O)N3CCOCC3)cc2[N+](=O)[O-])c1	i	i
O=C(CSc1ccccn1)Nc1ccc2[nH]c(=O)[nH]c2c1	i	i
O=C(COC(=O)Cc1ccc([N+](=O)[O-])cc1)NC1CCCCCC1	i	i
Cc1ccnc2nc(C(=O)OCC(=O)NCc3cccc(Cl)c3)nn12	i	i
NS(=O)(=O)c1ccc(N2CCOCC2)c(C(=O)NCc2cccs2)c1	i	i
CN(C(=O)COC(=O)c1cccc(Cl)c1)C1CCS(=O)(=O)C1 (configuration not stated)	i	i
COc1ccc2c(c1)N(C[C@H](C)CN(C)C)c1ccccc1S2	i	i
COc1ccc(CCNC(=O)Cc2cc3c(cc2[N+](=O)[O-])OCO3)cc1OC	i	i
Cc1ccc(C(=O)N(C)Cc2nc3ccccc3c(=O)[nH]2)cc1NC(=O)c1ccco1	i	i
COCc1cccc(C2=CC(=O)C[C@H](c3ccc(F)cc3)C2)c1	i	i
CCOc1ccc(C(C)NC(=O)CN2C(=O)NC3(CCCCC3)C2=O)cc1OCC (configuration not stated)	i	i
O=C(OCC(=O)N1CCC(Cc2ccccc2)CC1)c1cncc(Br)c1	i	i
O=C(NCCN1CCN(C(=O)c2cccc(OC(F)F)c2)CC1)c1cccc(OC(F)F)c1	i	i
Going on with the list.
SMILES	ANO1 activ	KCNK3 block
CCN1C(=NCCc2ccccn2)N[C@@H](c2cccc(C(F)(F)F)c2)C(C(=O)OC)=C1C	i	i
COc1cccc(CC(=O)OCC(=O)c2cc(OC)ccc2OC)c1	i	i
Cc1ccc(S(=O)(=O)N2CCC(C(=O)OC(C)C(=O)NC3CCCCC3C)CC2)cc1C (configuration not stated)	i	i
CC(=C1SC(=S)NC1=O)c1ccccc1	i	i
CC[C@H]1C(O)C[C@H]2CCN3C(=O)CCC[C@H]1[C@H]23 (some centres not stated)	i	i
O=C(O)Cn1cnc2c(OCc3ccccc3)ncnc21	i	i
CC1CCCC(C)N1C(=O)CN1C(=O)NC2(CCOc3ccccc32)C1=O (configuration not stated)	i	i
O=C(CSc1nnc2ccccn12)Nc1ccc(N2CCOCC2)cc1	i	i
COc1ccc(CNC(=O)COC(=O)C2=Cc3ccccc3OC2)cc1	i	i
O=C1Nc2ccccc2C1=Nc1ccccc1-c1ccccc1	i	i
COc1cccc(NC(=O)CN(C)C(C)C(=O)NC(C)c2ccc(Cl)cc2Cl)c1 (configuration not stated)	i	i
COc1ccc(OC)c(C2C/C(=N/O)C(C)C(c3cc(OC)ccc3OC)N2)c1 (configuration not stated)	i	i
Cc1ccc(C(=O)Nc2ccc(N3CCCCC3)cc2)cc1	i	i
Cc1nc2ccc(NS(=O)(=O)c3ccc(F)c(F)c3)cc2s1	i	i
CC1CCCC(NC(=O)CSc2ncccn2)C1C (configuration not stated)	i	i
Cc1noc(C)c1S(=O)(=O)Nc1ccc2c(c1)C(=O)N([C@H](C)CO)C[C@H](C)[C@@H](CN(C)S(=O)(=O)c1ccccc1)O2	i	i
COc1ccc2c(CC(=O)NNC(=O)c3ccc(O)cc3)coc2c1	i	i
O=C(Nc1cccc(S(=O)(=O)Nc2ccc(SC(F)F)cc2)c1)C1CCC1	i	i
Cc1nc(SCc2nc3c(O)cccc3[nH]2)c2oc3ccccc3c2n1	i	i
Cc1ccc(S(=O)(=O)N2CCN(C(=O)COC(=O)Cc3c(F)cccc3Cl)CC2)c(C)c1	i	i
CCC(C)c1ccccc1N1CC(C(=O)N2CCN(S(=O)(=O)c3cccc([N+](=O)[O-])c3)CC2)CC1=O (configuration not stated)	i	i
COc1ccc(N(CC(=O)NCc2ccc3c(c2)OCO3)S(=O)(=O)c2ccc(O)c(C(=O)O)c2)cc1	i	i
CC(NC(=O)COc1ccccc1)C(=O)N1CCN(c2ccc(F)cc2)CC1 (configuration not stated)	i	i
CC(C)(C)c1ccc(OCC(=O)N2CCN(c3ccccn3)CC2)cc1	i	i
O=c1[nH]c(=O)c2[nH]c(=S)n(-c3ccccc3)c2[nH]1	i	i

Whole records, looked up by structure.
COc1cccc(C(CC(=O)NCC2CCCO2)NS(=O)(=O)c2ccc(C)cc2)c1OC (configuration not stated) across the screens: ANO1 activ = i; KCNK3 block = i
CN(CC(=O)NC(=O)NC1CCCCC1)c1ccccc1 across the screens: ANO1 activ = i; KCNK3 block = i

Following part.
SMILES	ANO1 activ	KCNK3 block
CCC(=NNC(=O)c1cccc(S(=O)(=O)N2CCOCC2)c1)c1ccccc1	i	i
O=C(CSc1nnc(-c2ccccc2)o1)NC(=O)Cc1ccccc1	i	i
CCc1noc(C)c1C(=O)OC(C)C(=O)Nc1ccc(Cl)cn1 (configuration not stated)	i	i
OCCO	i	i
COc1ccc(/C=C/C(=O)OCC(=O)N2CCCCCC2)c(OC)c1	i	i
N#CC1(c2cccc(Br)c2)C(=O)Nc2ccccc21 (configuration not stated)	i	i
CC(=O)c1ccc(NC(=O)C(C)O/N=C(\N)c2ccccc2)cc1 (configuration not stated)	i	i
Cc1cccc(C(=O)OCC(=O)N(CC(C)C)c2c(N)n(Cc3ccccc3)c(=O)[nH]c2=O)c1C	i	i
COc1ccc(C(=O)OC(C)C(=O)NC2CCCc3ccccc32)cc1OC (configuration not stated)	i	i
C[C@@]12C(=O)Nc3ccc(Cl)cc3C(=O)N1[C@H]1c3cc(Cl)ccc3OC[C@@H]1[C@@H]2c1ccccc1	i	i
COc1ccccc1/C=C/C(=O)OCC(=O)NC1CCS(=O)(=O)C1 (configuration not stated)	i	i
c1ccc2cc(C3CCCCC3)ncc2c1	i	i
Cc1ccc(C)c(S(=O)(=O)N2CCN(c3ncnc4sccc34)CC2)c1	i	i
O=C(N[C@H]1C/C=C\C[C@@H](CC(=O)N(CCO)Cc2ccccc2)C(=O)NC[C@H](c2ccccc2)OC1=O)OCC1c2ccccc2-c2ccccc21	i	i

Some of the entries above, reformatted.
SMILES | ANO1 activ | KCNK3 block
Cc1ccnc2nc(C(=O)OCC(=O)NCc3cccc(Cl)c3)nn12 | i | i
CN(C(=O)COC(=O)c1cccc(Cl)c1)C1CCS(=O)(=O)C1 (configuration not stated) | i | i
Cc1ccc(C)c(S(=O)(=O)N2CCN(c3ncnc4sccc34)CC2)c1 | i | i
O=C(NCC1CCCO1)c1cn(Cc2ccccc2)nc1-c1ccccc1 (configuration not stated) | i | i
